From PubChem BioAssay
p53 PUMA act = re-activators of the mutant p53 pathway; 1.5% of 28,000 active; SW480 PUMA-promoter luciferase, p53 mutant reactivation; activation, % at 9.98 µM; in the data active means activation above about 52%
STK33 inh = human STK33 kinase inhibition; inhibition, % at 12.5 µM; 0.44% of 27,000 active; ADP-Glo luminescence, MBP substrate; Q9BYT3; in the data active means inhibition above about 20%
Target sequence (Q9BYT3 whole entry, looked up): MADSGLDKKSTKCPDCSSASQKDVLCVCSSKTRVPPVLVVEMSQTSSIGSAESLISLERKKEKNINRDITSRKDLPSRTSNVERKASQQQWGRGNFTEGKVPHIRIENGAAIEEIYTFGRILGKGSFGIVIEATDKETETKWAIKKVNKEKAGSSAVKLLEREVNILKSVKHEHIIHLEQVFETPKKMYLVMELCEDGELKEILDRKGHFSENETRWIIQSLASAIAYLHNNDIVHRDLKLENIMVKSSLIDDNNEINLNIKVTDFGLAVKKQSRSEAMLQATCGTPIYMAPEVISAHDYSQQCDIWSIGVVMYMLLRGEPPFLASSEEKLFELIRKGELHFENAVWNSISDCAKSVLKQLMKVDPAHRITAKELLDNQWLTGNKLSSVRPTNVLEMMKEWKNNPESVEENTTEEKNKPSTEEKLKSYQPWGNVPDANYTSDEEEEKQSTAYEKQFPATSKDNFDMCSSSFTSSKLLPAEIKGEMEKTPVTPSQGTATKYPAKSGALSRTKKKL
Numbers without * were called inactive; nt = not tested or not shown.

mol,p53 PUMA act,STK33 inh
COc1cc(/C=C/C(=O)O)cc(OC)c1OC,nt,-7
COc1ccc(OC)c(NC(=O)c2c(NC(=O)c3ccco3)sc3c2CCC3)c1,10,-3
COc1cc([C@H](Cc2ccccc2)NC(C)=O)oc(=O)c1,13,0
C[C@H]1CN([C@@H](C)CO)C(=O)CCCn2nncc2CO[C@H]1CN(C)Cc1cccnc1,nt,5
COc1ccc(CN2C(=O)C(O)(CC(=O)c3c(C)coc3C)c3ccccc32)cc1OC (centres undefined),12,1
Cc1noc(C)c1S(=O)(=O)Nc1ccc2c(c1)C(=O)N([C@H](C)CO)C[C@@H](C)[C@@H](CN(C)C(=O)Nc1ccc3c(c1)OCO3)O2,0,nt
C[C@H]1CN([C@@H](C)CO)C(=O)Cc2cc(NC(=O)C3CCCCC3)ccc2O[C@H]1CN(C)Cc1ccc(C(=O)O)cc1,nt,-1
C[C@H](CO)N1C[C@H](C)[C@H](CN(C)Cc2ccc(Cl)c(Cl)c2)Oc2c(NS(=O)(=O)c3cn(C)cn3)cccc2C1=O,1,nt
Cc1ccc(-c2nc3cc(NC(=O)COc4ccccc4Cl)ccc3o2)c(C)c1,38,6
Cc1nc([N+](=O)[O-])c(Sc2nc3ncc(Cl)cc3[nH]2)n1Cc1ccccc1,15,-2
Cc1noc(C)c1NC(=O)Nc1ccc2c(c1)C(=O)N([C@@H](C)CO)C[C@H](C)[C@@H](CN(C)C(=O)CCCN(C)C)OCCCC[C@H](C)O2,-5,nt
CC(C)C(C(=O)O)N1C(=O)/C(=C/c2ccccc2)SC1=S (centres undefined),nt,-8
CC(NCCC(c1ccccc1)c1ccccc1)c1ccccc1 (centres undefined),-6,-2
C[C@@H]1CN([C@@H](C)CO)C(=O)c2cc(NS(C)(=O)=O)ccc2O[C@H]1CN(C)C(=O)Nc1cccc2ccccc12,3,nt
O=C(CN1C(=O)c2ccccc2C1=O)Nc1cccc2cccnc12,-11,2
CS(=O)(=O)N(CC(=O)NC1CCCCC1)c1cccc(Cl)c1,-12,-4
O=C(CSc1nc2ccccc2c(=O)n1Cc1ccccc1)c1cc2ccccc2o1,25,4
O=C(O)c1[nH]c2ccccc2c1C(c1ccccc1)c1c(C(=O)O)[nH]c2ccccc12,-4,-5
COc1ccccc1NC(=O)C1=C(C)NC(SCC(N)=O)=C(C#N)C1c1ccccc1 (centres undefined),-3,-2
C[C@@H]1CN([C@@H](C)CO)C(=O)Cc2cc(NC(=O)Cn3cnnn3)ccc2O[C@H]1CN(C)C(=O)Nc1ccccc1,5,nt
COc1ccc(Cl)cc1NC(=O)N(C)Cc1c(C)nn(C)c1C,-4,2
COc1ccccc1OCC(=O)Nc1ccc(-c2nc3ccc(C)cc3[nH]2)cc1,1,17
COc1ccc(-c2cnc3c(c2)C(=O)N([C@H](C)CO)C[C@H](C)[C@H](CN(C)S(=O)(=O)c2ccc(C#N)cc2)O3)cc1,nt,1
CCCCn1c(=O)c2[nH]c(C34CC5CC(CC3C5)C4)nc2n(CCCO)c1=O,-10,nt
COc1cc(CCC(=O)O)oc(=O)c1,7,-1
OCCCNc1ncnc2oc(-c3ccccc3)c(-c3ccccc3)c12,-39,32*
COc1ccc(CN(C)C[C@@H]2Oc3c(NC(=O)NC4CCCCC4)cccc3C(=O)N([C@@H](C)CO)C[C@@H]2C)cc1,5,nt
C[C@H]1CN([C@@H](C)CO)C(=O)c2cc(NS(C)(=O)=O)ccc2O[C@H]1CN(C)C(=O)Nc1ccc2c(c1)OCO2,2,0
C[C@@H]1CCCCO[C@H](CN(C)C(=O)c2ccccc2)[C@H](C)CN([C@@H](C)CO)C(=O)c2cc(NS(=O)(=O)c3ccc(Cl)cc3)ccc2O1,-4,nt
COc1cc(Cc2cnc(N)nc2N)cc(OC)c1OC,nt,-7

Compounds from the list above with an aryl thioether with sulfur outside any ring (two):
mol,p53 PUMA act,STK33 inh
Cc1nc([N+](=O)[O-])c(Sc2nc3ncc(Cl)cc3[nH]2)n1Cc1ccccc1,15,-2
O=C(CSc1nc2ccccc2c(=O)n1Cc1ccccc1)c1cc2ccccc2o1,25,4

Going on with the list.
mol,p53 PUMA act,STK33 inh
C[C@@H]1CN([C@H](C)CO)C(=O)Cc2cc(NS(=O)(=O)c3ccccc3)ccc2O[C@@H]1CN(C)S(C)(=O)=O,nt,0
CCCC1=C(C(=O)OCC)C(c2cccnc2)n2nc(C)nc2N1 (centres undefined),7,4
C[C@H]1CN([C@@H](C)CO)C(=O)c2cc(NC(=O)c3ccncc3)ccc2O[C@@H]1CN(C)C(=O)NC1CCCCC1,-3,-1
COCC#Cc1cnc2c(c1)C(=O)N([C@H](C)CO)C[C@H](C)[C@H](CN(C)C(=O)c1ccc3c(c1)OCO3)O2,-3,nt
COc1ccc(C#Cc2cnc3c(c2)C(=O)N([C@@H](C)CO)C[C@H](C)[C@@H](CN(C)CC2CCOCC2)O3)cc1,4,nt
C[C@H]1CN([C@@H](C)CO)C(=O)Cc2cc(NC(=O)Nc3ccc(F)cc3)ccc2O[C@H]1CN(C)S(=O)(=O)c1cccs1,nt,0
CCOC(=O)c1c(C)n(C)c2ccc(OC(=O)CN3C(=O)c4ccccc4C3=O)cc12,9,4
C[C@@H]1CCCCO[C@@H](CN(C)C(=O)c2ccccc2)[C@@H](C)CN([C@@H](C)CO)C(=O)c2cc(NC(=O)Nc3ccc4c(c3)OCO4)ccc2O1,8,nt
C[C@@H]1CN([C@H](C)CO)C(=O)c2cc(NC(=O)Cc3ccccc3)ccc2O[C@@H]1CN(C)C(=O)Nc1ccc(C(F)(F)F)cc1,2,nt
Clc1ccc(CSc2nnc(-c3cccs3)n2Cc2ccco2)c(Cl)c1,5,0
Oc1c(C(Nc2cccnc2)c2ccc(C(F)(F)F)cc2)ccc2cccnc12 (centres undefined),-31,2
C[C@H](CO)N1C[C@H](C)[C@H](CN(C)Cc2ccncc2)Oc2ccc(NC(=O)c3ccncc3)cc2CC1=O,nt,0
COc1ccc(-c2coc3cc(OC(C)=O)cc(OC(C)=O)c3c2=O)cc1,130*,nt
COc1ccc(OC)c(NC(=O)C2=C(C)NC(=S)NC2c2ccc(OC)cc2OC)c1 (centres undefined),7,5
Cc1cc(C)c2nc(-c3ccncc3)cc(C(=O)NCCCn3ccnc3)c2c1,19,-1
Cn1ccnc1SCC(=O)Nc1ccc2c(c1)COC2=O,21,1
Cc1ccc(S(=O)(=O)Nc2ccc3c(c2)C(=O)N([C@@H](C)CO)C[C@@H](C)[C@@H](CN(C)S(=O)(=O)c2ccccc2)O3)cc1,-3,nt
C[C@@H]1CCCCO[C@@H](CN(C)Cc2ccc(Cl)c(Cl)c2)[C@@H](C)CN([C@H](C)CO)C(=O)c2cc(NS(C)(=O)=O)ccc2O1,nt,1
Cc1cccc(C(=O)NCc2n[nH]c(=S)n2-c2ccccc2)c1,11,6
Cc1noc(C)c1NC(=O)N(C)C[C@H]1Oc2ccc(NC(=O)CCCN(C)C)cc2CC(=O)N([C@@H](C)CO)C[C@@H]1C,4,nt
C[C@@H]1CN([C@H](C)CO)C(=O)Cc2cc(NS(=O)(=O)c3cn(C)cn3)ccc2O[C@@H]1CN(C)C(=O)Nc1cccc2ccccc12,nt,1
Cn1c(SCC(=O)Nc2ccc(Oc3ccc(Cl)cc3)cc2)nnc1-c1ccccc1O,21,4
CCC(=O)N(C)C[C@@H]1Oc2cc(-c3ccccc3OC)ccc2S(=O)(=O)N([C@H](C)CO)C[C@@H]1C,0,nt
CS(=O)(=O)N(CC(=O)NC1CCCCCC1)c1cc(Cl)c(Cl)cc1Cl,-18,0
C[C@H]1CN([C@@H](C)CO)C(=O)Cc2cc(NS(=O)(=O)c3ccc(F)cc3)ccc2O[C@H]1CN(C)C(=O)Nc1ccc(C(F)(F)F)cc1,nt,3
C=CCn1c2ccccc2c2nnc(SCC(=O)c3ccc(C)cc3)nc21,1,-2
C[C@H](CO)N1C[C@H](C)[C@@H](CN(C)C(=O)Nc2ccc(F)cc2)Oc2ccc(NS(C)(=O)=O)cc2C1=O,-2,nt
Cc1noc(C)c1NC(=O)Nc1cccc2c1O[C@H](CN(C)S(C)(=O)=O)[C@@H](C)CN([C@H](C)CO)C2=O,-2,nt
C[C@@H]1CN([C@H](C)CO)C(=O)Cc2cc(NC(=O)c3ccncc3)ccc2O[C@@H]1CN(C)C(=O)Nc1ccccc1,2,-1
C[C@H](CO)N1C[C@H](C)[C@@H](CN(C)S(=O)(=O)c2ccc(Cl)cc2)Oc2ccc(NC(=O)Nc3cccc4ccccc34)cc2CC1=O,6,nt

Arranged by count of non-hydrogen atoms (lowest first): some entries from above
mol,p53 PUMA act,STK33 inh
CCCC1=C(C(=O)OCC)C(c2cccnc2)n2nc(C)nc2N1 (centres undefined),7,4
Cc1noc(C)c1NC(=O)N(C)C[C@H]1Oc2ccc(NC(=O)CCCN(C)C)cc2CC(=O)N([C@@H](C)CO)C[C@@H]1C,4,nt
C[C@H]1CN([C@@H](C)CO)C(=O)Cc2cc(NS(=O)(=O)c3ccc(F)cc3)ccc2O[C@H]1CN(C)C(=O)Nc1ccc(C(F)(F)F)cc1,nt,3

Continuation.
mol,p53 PUMA act,STK33 inh
COC(=O)c1cc(OC)c(OC)cc1NC(=O)COc1ccc2ccccc2c1Br,-7,-3
C[C@@H]1CN([C@@H](C)CO)C(=O)Cc2cc(NC(=O)C3CC3)ccc2O[C@@H]1CN(C)CC1CCCCC1,6,4
O=C1c2cccc(O)c2C(=O)c2c(O)cccc21,11,27*
COc1ccc(CNc2nc3ccccc3n2C)c(O)c1,142*,-1
O=C1O[C@@H](c2ccccc2)[C@@H](c2ccccc2)N2[C@@H](c3ccc(OCCO)cc3)[C@]3(C(=O)Nc4ccc(C#CCCO)cc43)[C@@H](C(=O)O)[C@H]12,nt,3
COc1ccc(-c2nc(C(=O)N3CCN(C)CC3)sc2-c2ccc(OC)cc2)cc1,7,nt
CNC[C@H]1OCCCC[C@H](C)Oc2ccc(NC(=O)Nc3ccccc3)cc2C(=O)N([C@H](C)CO)C[C@@H]1C,6,nt
C[C@H]1CN([C@@H](C)CO)C(=O)c2ccccc2-c2ccccc2CO[C@@H]1CN(C)CC1CC1,8,nt
C[C@@H]1O[C@@H](O[C@H]2[C@H](O[C@H]3CC[C@@]4(C)C(CC[C@]5(C)C4CC=C4[C@@H]6CC(C)(C)CC[C@]6(C(=O)O[C@@H]6O[C@H](CO[C@@H]7O[C@H](CO)[C@@H](O)[C@H](O)[C@H]7O)[C@@H](O)[C@H](O)[C@H]6O)CC[C@]45C)[C@]3(C)CO)OC[C@H](O)[C@@H]2O)[C@H](O)[C@H](O)[C@H]1O (some centres undefined),nt,-2
COc1ccc(C)cc1S(=O)(=O)N(C)CC(=O)Nc1cccc(C(F)(F)F)c1,-4,-4
C[C@@H]1O[C@@H](OCC2OC(OC3C(OC4C(Oc5c(-c6ccc(O)c(O)c6)oc6cc(O)cc(O)c6c5=O)OC(CO)C(O)C4O)OC(CO)C(O)C3O)C(O)C(O)C2O)[C@H](O)[C@H](O)[C@H]1O (some centres undefined),-2,-1
C[C@H]1CN([C@@H](C)CO)C(=O)CCCn2cc(nn2)CO[C@H]1CN(C)C(=O)Cc1ccccc1,4,-1
C[C@@H]1CN([C@H](C)CO)C(=O)Cc2cc(NC(=O)Nc3ccc(C(F)(F)F)cc3)ccc2O[C@@H]1CN(C)Cc1ccc(Cl)c(Cl)c1,nt,1
CCN(CC)c1ccc(/C=N/NC(=O)c2ccc(O)cc2)cc1,-18,nt
C[C@H]1CN([C@@H](C)CO)C(=O)CCCn2cc(nn2)CO[C@H]1CN(C)C(=O)c1ccncc1,nt,0
Cc1noc(C)c1S(=O)(=O)N(C)C[C@@H]1Oc2ccc(NC(=O)C3CCCCC3)cc2CC(=O)N([C@@H](C)CO)C[C@H]1C,9,nt
Cc1noc(C)c1S(=O)(=O)N(C)C[C@H]1Oc2ccc(NC(=O)Nc3ccc4c(c3)OCO4)cc2CC(=O)N([C@H](C)CO)C[C@H]1C,nt,2
COc1ccc(S(=O)(=O)N(C)C[C@@H]2OCc3cnnn3CCCC(=O)N([C@@H](C)CO)C[C@H]2C)cc1,nt,0
COc1ccc(NC(=O)CSc2nc3ccccc3[nH]2)cc1Cl,44,-3
O=C(CSc1ncnc2sc3c(c12)CCC3)Nc1ccc(Cl)cc1,11,6
COc1ccc(CN(C)C[C@@H]2Oc3c(NC(=O)NC(C)C)cccc3C(=O)N([C@@H](C)CO)C[C@@H]2C)cc1,0,nt
CS(=O)(=O)N(CC(=O)O)Cc1ccc(Cl)cc1,-11,0
Cc1noc(C)c1NC(=O)N(C)C[C@H]1Oc2c(NC(=O)NC3CCCCC3)cccc2C(=O)N([C@H](C)CO)C[C@@H]1C,10,nt
COc1ccc(NC(=O)N(C)C[C@@H]2Oc3ccc(N(C)C)cc3CC(=O)N([C@@H](C)CO)C[C@@H]2C)cc1,nt,-8
CC(C)NC(=O)N(C)C[C@H]1Oc2ccc(NC(=O)C3CC3)cc2C(=O)N([C@H](C)CO)C[C@@H]1C,-2,nt
C[C@@H]1CN([C@@H](C)CO)C(=O)c2cc(NC(=O)c3ccncc3)ccc2O[C@@H](C)CCCCO[C@H]1CN(C)C(=O)CCCN(C)C,-2,nt
COc1ccc(S(=O)(=O)NCc2ccco2)cc1-c1nnc2c3ccccc3c(C)nn12,17,3
CCOc1ccc(NC(=O)Cn2cnc3scc(-c4ccc(C)cc4)c3c2=O)cc1,4,4

Some values from the entries so far.
C[C@H]1CN([C@@H](C)CO)C(=O)CCCn2cc(nn2)CO[C@H]1CN(C)C(=O)Cc1ccccc1 @ p53 PUMA act: 4
Cc1noc(C)c1NC(=O)N(C)C[C@H]1Oc2c(NC(=O)NC3CCCCC3)cccc2C(=O)N([C@H](C)CO)C[C@@H]1C @ p53 PUMA act: 10
C[C@H]1CN([C@@H](C)CO)C(=O)c2ccccc2-c2ccccc2CO[C@@H]1CN(C)CC1CC1 @ p53 PUMA act: 8
CCOc1ccc(NC(=O)Cn2cnc3scc(-c4ccc(C)cc4)c3c2=O)cc1 @ p53 PUMA act: 4
COc1ccc(CNc2nc3ccccc3n2C)c(O)c1 @ STK33 inh: -1

Some of the compounds tested, so the mix of outcomes need not match the whole.
